Screening results as filed in PubChem BioAssay.
KCNQ1 block = inhibitors of human KCNQ1 potassium channel | P51787 | CHO-K1 KCNQ1, FluxOR thallium flux fluorescence; stronger effect = higher value | B-score at 10 µM | 1.3% of 310,000 active | AID 2642;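 active = compounds whose thallium flux B-score, printed positive for inhibition, exceeds three library SD while starting fluorescence stays within three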;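 note: channel opened by potassium depolarization with thallium stimulus after 20 min compound exposure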
KCNK3 block = human KCNK3 channel inhibition, primary screen; O14649; CHO-KCNK3 thallium flux, FluxOR fluorescence; stronger effect = lower value; B-score at 10 µM; 0.84% of 340,000 active; AID 602410;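 active = B-score under library mean minus 4 SD, starting fluorescence ratio at most library mean plus 5 SD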;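 note: more negative B-score means stronger inhibition of thallium flux through KCNK3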
Target sequence (O14649 whole entry, looked up): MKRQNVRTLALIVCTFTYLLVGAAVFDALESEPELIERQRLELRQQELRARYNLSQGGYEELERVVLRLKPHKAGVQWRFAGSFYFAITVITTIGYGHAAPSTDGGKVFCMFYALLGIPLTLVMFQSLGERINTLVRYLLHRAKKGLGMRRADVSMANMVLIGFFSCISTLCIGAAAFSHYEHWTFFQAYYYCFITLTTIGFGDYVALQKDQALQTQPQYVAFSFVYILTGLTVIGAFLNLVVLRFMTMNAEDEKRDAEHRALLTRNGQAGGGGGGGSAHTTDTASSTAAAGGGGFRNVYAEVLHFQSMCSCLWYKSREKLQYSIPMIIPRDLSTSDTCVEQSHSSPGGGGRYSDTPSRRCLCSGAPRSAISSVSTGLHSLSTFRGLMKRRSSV
RGS4 act = RGS4 potentiation or activation; HEK293 M3R/inducible RGS4, carbachol calcium flux Fluo4; stronger effect = lower value; B-score at 10 µM; 0.92% of 310,000 active; AID 463111;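 active = B-score of the integrated calcium signal more than 4 SD below the library mean, with starting fluorescence not abnormally high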;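 note: negative B-score means reduced calcium response which marks RGS4 activation or potentiation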
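Assay system: Inducible-RGS4 HEK293 cells carrying M3 receptor | Schedule: Compound preincubation 20 min at room temperature before agonist | Signal: Kinetic calcium fluorescence imaging with Fluo4-AM dye, 2 µM | Read-out basis: B score from integrated fluorescence ratio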
ANO1 activ = activates or potentiates the mouse TMEM16A chloride channel; AID 623877; Q8BHY3; B-score at 10 µM; HEK293 TMEM16A/YFP-H148Q/I152L, iodide quench fluorescence; stronger effect = lower value; 0.3% of 340,000 active;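 active = fluorescence-ratio B-score plate-corrected deviation score at least 3 library SD below zero, with starting fluorescence score within 5 deviations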;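 note: channel opened by trigger with iodide after compound preincubation; score built on the fluorescence ratio of max minus min over baseline; more negative score means more quench and so TMEM16A activation or potentiation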
RGS4 inh = human RGS4 inhibition | P49798 | HEK293 M3R/RGS4 inducible, Fluo-4 calcium flux; stronger effect = higher value; triggered by carbachol at its EC20 | B-score at 10 µM | 0.45% of 310,000 active | AID 463165;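 active = B-score, a plate-corrected calcium signal, over three deviations above library mean, with baseline fluorescence within five deviations of library mean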;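 note: RGS4 expression induced by doxycycline in cells with stable M3 receptor; B-score is computed from the integrated fluorescence ratio over baseline after carbachol; higher B-score means a larger calcium signal and so more RGS4 inhibition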
Target sequence (P49798 whole entry, looked up): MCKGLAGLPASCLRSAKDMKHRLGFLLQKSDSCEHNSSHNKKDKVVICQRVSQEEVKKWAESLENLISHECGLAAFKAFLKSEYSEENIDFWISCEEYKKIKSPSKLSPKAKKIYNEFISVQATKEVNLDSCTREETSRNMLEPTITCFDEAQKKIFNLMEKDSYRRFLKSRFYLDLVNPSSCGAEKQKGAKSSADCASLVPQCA
SKKanGAS inh = inhibitors of SKKanGAS S. pyogenes growth in kanamycin (SK-promoter or general growth effect). AID 1662. inhibition, % at 7.5 µM. 1.3% of 300,000 active. BacTiter-Glo, 6 h;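 active = mean replicate score, as percent of positive control median, at least 50; inconclusive = mean below 50 but one replicate at or above 50; inactive = mean and every replicate below 50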;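 note: strain carries kanamycin resistance gene driven by streptokinase promoter and grows in 40 µg/ml kanamycin; loss of luminescence reflects streptokinase promoter inhibition or plain growth inhibition; 0% = median of DMSO wells and 100% = positive control at its reference dose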
hERG protect = shields human hERG channel from block by proarrhythmic agents. Q12809. CHO-hERG, FluxOR thallium flux, dofetilide IC70 present. activation (rescue from dofetilide block), less the hit threshold, % at 10 µM. 0.51% of 310,000 active;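 active = activation above the mean of controls blocked by dofetilide plus 5 SD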;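 note: thallium influx through hERG after potassium depolarization seen as dye fluorescence rise; in these data hits start at about 4.7%; inactives centre near -7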
KCNQ1 pot = potentiators or activators of human KCNQ1 potassium channel; P51787; CHO-K1 KCNQ1, thallium flux FluxOR fluorescence; stronger effect = higher value; B-score at 10 µM; 0.35% of 310,000 active; AID 2648;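 active = fluorescence ratio B-score, a plate-corrected score, at least three library SD, with initial intensity B-score within 5 SD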
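Material: CHO-K1 cells stably expressing KCNQ1. Medium: assay buffer for compound exposure, DMSO matched across wells. Reagent: K+/Tl+ depolarizing stimulus. Compound dosing: single-concentration screen. Times: 37 °C overnight plating, 90-min dark dye load, 20-min compound pretreatment. Technique: FluxOR Tl+ flux fluorescence.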
ANO1 block = blocks the mouse calcium-activated chloride channel TMEM16A; HEK293 TMEM16A/YFP iodide influx fluorescence, ionomycin; normalized B-score (activity score, 25-100; higher = stronger inhibition) at 10 µM; 1.2% of 310,000 active; AID 588511;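 active = ratio plate-corrected score three or more library SD toward inhibition, starting fluorescence score within five deviations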;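 note: score derived from kinetic fluorescence span divided by baseline fluorescence per well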
KCNK9 block = human KCNK9 channel inhibition. AID 488922. HEK293 KCNK9, FluxOR thallium flux fluorescence; stronger effect = lower value. Q9NPC2. B-score at 10 µM. 1.2% of 310,000 active;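 active = ratio B-score over 3 SD below the library mean, with starting fluorescence within 5 SD of its mean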;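 note: negative B-score means less thallium flux so channel inhibition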
HDAC3 inhib = inhibitors of human histone deacetylase 3. O15379. recombinant HDAC3, fluorogenic peptide/trypsin coupled, fluorescence. inhibition, % at 8.3 µM. 0.15% of 320,000 active; in the data active = inhibition above about 26%, passing the limit was not always enough; inconclusive = no clear call, values can overlap the other calls
Target sequence (O15379 whole entry, looked up): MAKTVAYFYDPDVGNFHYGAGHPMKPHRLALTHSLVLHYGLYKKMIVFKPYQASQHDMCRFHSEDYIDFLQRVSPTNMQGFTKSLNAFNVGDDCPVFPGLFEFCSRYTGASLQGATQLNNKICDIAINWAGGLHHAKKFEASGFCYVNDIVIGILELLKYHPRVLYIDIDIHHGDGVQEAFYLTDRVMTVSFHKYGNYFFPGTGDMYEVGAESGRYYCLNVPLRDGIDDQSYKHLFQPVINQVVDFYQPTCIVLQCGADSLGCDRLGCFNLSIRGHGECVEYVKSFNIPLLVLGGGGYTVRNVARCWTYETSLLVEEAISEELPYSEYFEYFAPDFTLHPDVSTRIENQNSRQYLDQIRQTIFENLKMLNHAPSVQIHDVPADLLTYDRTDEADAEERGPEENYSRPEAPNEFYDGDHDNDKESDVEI
* marks the source's active call; other numbers are inactive results; i = inactive; ? = inconclusive; nt = no result given.

SMILES	KCNQ1 block	KCNK3 block	RGS4 act	ANO1 activ	RGS4 inh	SKKanGAS inh	hERG protect	KCNQ1 pot	ANO1 block	KCNK9 block	HDAC3 inhib
COc1ccccc1S(=O)(=O)c1c(C)cc(C)[nH]c1=O	i	i	i	i	i	1	-5	i	i	i	7
COc1ccc(C(=O)N(C)c2c(C)n(C)n(-c3ccccc3)c2=O)cc1OC	i	i	i	i	i	-9	-2	i	i	i	0
Cc1ccn2cc(-c3nonc3C)cc2c1	i	i	i	i	i	4	-2	i	i	i	1
COc1ccc2cc(C(c3nnnn3Cc3ccccc3)N3CCCCCC3)c(=O)[nH]c2c1 (stereo not given)	i	i	i	i	i	-11	-8	i	i	i	4
O=C(CSc1nn(-c2ccccc2)c(=S)s1)NC1CCS(=O)(=O)C1 (stereo not given)	i	i	i	i	i	11	-11	i	i	i	-4
CN1CCN(/N=C/c2c3ccccc3c(Cl)c3ccccc23)CC1	i	i	i	i	i	6	-16	i	i	i	7
O=C(NCc1nnc2c(C(F)(F)F)cc(Cl)cn12)c1ccc2c(c1)OCO2	i	i	i	i	i	-1	-4	i	i	i	-1
CCN(C(=O)COC(=O)c1c(-c2ccccc2)noc1C)C1CCS(=O)(=O)C1 (stereo not given)	i	i	i	nt	i	3	-2	i	i	i	-3
O=C(Nc1ccccc1)OCCOc1ccccc1Br	i	i	i	i	i	5	-2	i	i	i	7
CC(Sc1nc2ccccc2s1)C(=O)Nc1nnc(C(C)C)s1 (stereo not given)	i	i	i	i	i	6	-15	i	i	i	1
CCN(C(=O)c1cnc(NC(C)C)cc1C(F)(F)F)c1ccc(Cl)cc1Cl	i	i	i	i	i	2	-10	i	i	i	-14
CC1=C(C(=O)NC2CCC(C)CC2)C2(CCC(C)CC2)OC1=O (stereo not given)	i	i	i	i	i	4	-2	i	i	i	6
Cc1cc(NC(=O)CCc2ccc(-c3ccccc3)o2)no1	i	i	i	i	i	-1	-7	i	i	i	9
O=C(Cc1nnc(NC(=O)c2ccccc2)s1)N/N=C/c1ccco1	i	i	i	i	i	0	-7	i	i	i	nt
O=C(NCCCN1CCCC1)c1cccc(N2CCCC2=O)c1	i	i	i	i	i	3	-5	i	i	i	-5
CCCCN(C(=O)CSc1nnc(Nc2ccc(C)c(C)c2)s1)c1c(N)n(Cc2ccccc2)c(=O)[nH]c1=O	i	i	i	i	i	16	-7	i	i	i	-3
CCC/C(O)=C1\C(=O)CC(c2ccccc2)CC1=NC (stereo not given)	i	i	i	i	i	-3	-9	i	i	i	3
CCc1noc(C)c1C(=O)N1CCN(c2cccc(C)c2C)CC1	i	i	i	i	i	0	-15	i	i	i	3
O=C(NC(=S)Nc1ccccc1[N+](=O)[O-])c1ccco1	i	i	i	i	i	5	0	i	i	i	3
Cc1cc(C)c2c(N)c(C(=O)c3ccccc3)oc2n1	i	i	i	i	i	3	-13	i	i	i	nt
Cc1ccc(OCC(=O)NNC(=O)CSc2ncc(C#N)c(N)n2)cc1	i	i	i	i	i	-7	-8	i	i	i	-2
COC(=O)C(C(=O)OC)=C(/C=C/C=C/N(C)C)N(C)C	i	i	i	i	i	2	-9	i	i	i	1
O=C(COc1cccnc1[N+](=O)[O-])Nc1ccc(S(=O)(=O)N2CCOCC2)cc1	i	i	i	i	i	-2	-8	i	i	i	-5
CCCCn1c(SCC(=O)Nc2nnc(CC)s2)nc2c1c(=O)n(C)c(=O)n2C	i	i	i	i	i	-1	-10	i	i	i	3
CSc1sc(C)cc1C1C(C#N)=C(N)N(c2cccnc2)C2=C1C(=O)CC(C)(C)C2 (stereo not given)	i	i	i	i	i	2	-8	i	i	i	-3
CCC1(c2ccc(Cl)cc2)NC(=S)N(c2ccc(C)c(C)c2)N1 (stereo not given)	i	i	i	i	i	24	68*	103*	i	i	16
Brc1ccc(CNCC2CCCO2)cc1 (stereo not given)	i	i	i	i	i	-1	-9	i	i	i	-5
Cc1ccc(C(=O)NCCN2CCOCC2)cc1Cl	i	i	i	i	i	-12	-3	i	i	i	-1
Cc1c(NC(=O)C(C)n2cc([N+](=O)[O-])cn2)c(=O)n(-c2ccccc2)n1C (stereo not given)	i	i	i	i	i	-14	-8	i	i	i	-8
O=C(Nc1ccc(S(=O)(=O)N2CCOCC2)cc1)c1ccc([N+](=O)[O-])o1	i	i	i	i	i	4	-16	i	i	i	nt
COc1ccc(C)cc1NC(=O)CN1CCN(S(=O)(=O)c2ccc(Cl)cc2)CC1	i	i	i	i	i	19	0	i	i	i	4
CCN(CC)CCn1c2c(c(SCC(=O)Nc3ccccc3Cl)nc1=O)CCC2	i	i	i	i	i	0	-7	i	i	i	4
C=CCNc1nnc(-c2ccncc2)s1	i	i	i	i	i	1	-10	i	i	i	-71
CCCC(C(=O)NC1CCCC1)N(C(=O)Cn1nnc(-c2ccc(C)o2)n1)C1CCCC1 (stereo not given)	i	i	i	i	i	-1	-11	i	i	i	?
CCc1ccc(OCC(=O)NC(NC(=S)Nc2ccccc2C)C(Cl)(Cl)Cl)cc1 (stereo not given)	i	i	i	i	i	18	-10	i	i	i	1
O=C(O)c1ccc2c(c1)C(=O)N(CCCCCCCN1C(=O)c3ccc(C(=O)O)cc3C1=O)C2=O	i	i	i	i	i	14	-5	i	i	i	-1
CCN1CCN(c2ccc(N3CCN(C(=O)c4ccc(Br)o4)CC3)nn2)CC1	i	i	i	i	i	-14	-10	i	i	i	-8
COc1ccccc1-n1c(CNC(=O)c2cccs2)n[nH]c1=S	i	i	i	i	i	-10	-3	i	i	i	-1
CCCc1cc(=O)[nH]c(SCC(=O)CSc2nc(CCC)cc(=O)[nH]2)n1	i	i	i	i	i	-5	-5	i	i	i	45*
CC(=O)Nc1ccc(SCC(=O)N(CCC#N)c2cc(C)cc(C)c2)cc1	i	i	i	i	i	5	-12	i	i	i	1
COc1ccc(/C=N/NC(N)=S)cc1OC(=O)c1cccc2ccccc12	i	i	i	i	i	12	-8	i	i	i	-4
Cc1nn(C)c(C)c1NC(=O)CCSc1nc(-c2ccco2)cc(C(F)(F)F)n1	i	i	i	i	i	-2	-8	i	i	i	2
CC1=CC=CN2C1=NC(=O)CC2(C)C(=O)N(CC(=O)NC1CCCC1)c1cc(C)cc(C)c1 (stereo not given)	i	i	i	i	i	0	-7	i	i	i	-58
CS(=O)(=O)N(CC(=O)NCCSC1CCCCC1)c1cccc(F)c1	i	i	i	i	i	-2	-3	i	i	i	-9
O=C(N/C(=C/C=C/c1ccccc1)C(=O)N1CCCCC1)c1ccc([N+](=O)[O-])cc1	i	i	i	i	i	17	-16	i	i	i	7
COc1ccc(-n2c(=O)c3c4c(sc3n(CC(=O)NC3CCCC3)c2=O)CCCC4)c(OC)c1	i	i	i	i	i	-11	-10	i	i	i	-1
COc1ccc(OC)c(NC(=S)N(CCc2c(C)[nH]c3ccc(C)cc23)Cc2cccs2)c1	i	i	i	i	i	19	-19	i	i	-9.4*	3
O=C(c1cccc(S(=O)(=O)N2CCN(c3ccccc3)CC2)c1)N1CCCC(C(F)(F)F)C1 (stereo not given)	i	i	i	i	i	-2	-15	i	25*	i	-1
CC1CCCCC1NC(=O)COC(=O)c1ccc2c(c1Cl)C(=O)c1ccccc1C2=O (stereo not given)	i	i	i	i	i	9	-7	i	i	i	0
CCN(c1cccc(C)c1)S(=O)(=O)c1cccc(C(=O)O)c1	i	i	i	i	i	-3	-9	i	i	i	1
Continued.
SMILES	KCNQ1 block	KCNK3 block	RGS4 act	ANO1 activ	RGS4 inh	SKKanGAS inh	hERG protect	KCNQ1 pot	ANO1 block	KCNK9 block	HDAC3 inhib
C=CCNC(=S)NNC(=O)c1ccc(=O)n(Cc2ccc(Cl)cc2Cl)c1	i	i	i	i	i	-6	-10	i	i	i	-2
CCCCNCCOCCOc1ccccc1-c1ccccc1	i	i	i	i	i	-5	-3	i	i	i	4
O=C(Nc1ccccc1)Nc1nc(-c2ccc(Cl)cc2)cs1	i	i	i	i	i	-7	-14	i	i	i	-3
COc1ccc(NC(=O)COc2ccc3c(C)cc(=O)oc3c2)cc1S(=O)(=O)N1CCCCC1	i	i	i	i	i	23	-8	i	i	i	nt
CC(NC(=O)c1ccccc1F)c1nnc(SCC(=O)N2CCN(c3ccccc3)CC2)n1C (stereo not given)	i	i	i	i	i	-1	-12	i	i	i	-3
COc1ccccc1N1CCN(CC(=O)Nc2cc(F)ccc2C)CC1	i	i	i	i	i	14	-11	i	i	i	-3
CC1(C)SCC(C(=O)O)NC1=O (stereo not given)	i	i	i	i	i	7	-7	i	i	i	-6
CC(=O)Nc1ccc(NC(=O)/C=C/c2ccc(Cl)cc2)cc1	i	i	i	i	i	-3	-15	i	i	i	7
Cc1ccccc1-n1c(-c2ccc(Br)o2)n[nH]c1=S	i	i	i	i	i	21	-4	i	i	i	0
Cc1ccc(NC(=O)CSCC(=O)Nc2ccccc2N2CCCC2)cc1	i	i	i	i	i	-4	-6	i	i	i	-1
CCOC(=O)c1c(C)nc2c(c1-c1cc(OC)ccc1OC)C(=O)CC(C)(C)C2	i	i	i	i	i	3	-10	i	i	i	-1
C/C(=N\NC(=O)c1[nH]c2c([N+](=O)[O-])cc(C)cc2c1-c1ccccc1)c1cccnc1	i	i	i	i	i	10	-3	i	i	i	8
Cc1ccc(C(=O)NNC(=O)c2cccnc2SCc2cccc([N+](=O)[O-])c2)cc1	i	i	i	i	i	7	-4	i	i	i	2
CCc1ccc2c(c1)/C(=N/N(C)C(=S)NC)C(=O)N2	i	i	i	i	i	-9	-6	i	i	i	4
CC(NS(=O)(=O)c1ccc(OCC(=O)NCc2ccncc2)cc1)c1ccccc1 (stereo not given)	i	i	i	i	i	-7	-6	i	i	i	-9

At a glance, part of the list above.
SMILES	KCNQ1 block	KCNK3 block	RGS4 act	ANO1 activ	RGS4 inh	SKKanGAS inh	hERG protect	KCNQ1 pot	ANO1 block	KCNK9 block	HDAC3 inhib
COC(=O)C(C(=O)OC)=C(/C=C/C=C/N(C)C)N(C)C	i	i	i	i	i	2	-9	i	i	i	1
O=C(COc1cccnc1[N+](=O)[O-])Nc1ccc(S(=O)(=O)N2CCOCC2)cc1	i	i	i	i	i	-2	-8	i	i	i	-5
